NTR1 agonist: NTR1-driven beta-arrestin-GFP spot formation – imaging, U2OS cells, high content, primary screen (AID 493036) | activation, % at 20 µM | agonist mode | P30989 | hit rate 0.17% among 330,000;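 active = activation at or above 40% of the spot to cytoplasm intensity ratio, with at least 20 cells analyzed; inconclusive = wells under 20 cells, flagged as cytotoxic or low count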;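 also: 0% = DMSO without peptide and 100% = 100 nM NTR1 peptide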
Target sequence (P30989 whole entry, looked up): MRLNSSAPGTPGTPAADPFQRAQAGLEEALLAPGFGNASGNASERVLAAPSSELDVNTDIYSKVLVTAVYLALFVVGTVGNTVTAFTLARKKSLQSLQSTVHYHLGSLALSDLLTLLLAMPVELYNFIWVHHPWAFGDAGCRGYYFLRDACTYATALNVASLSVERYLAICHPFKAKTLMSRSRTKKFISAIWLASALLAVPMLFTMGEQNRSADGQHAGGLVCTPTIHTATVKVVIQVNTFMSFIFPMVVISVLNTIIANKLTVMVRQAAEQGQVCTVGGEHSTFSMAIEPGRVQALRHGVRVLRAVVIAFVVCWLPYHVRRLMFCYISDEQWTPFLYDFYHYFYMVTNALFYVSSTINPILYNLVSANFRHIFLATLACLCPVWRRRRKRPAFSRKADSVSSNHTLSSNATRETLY
RSV CPE inhibition: inhibition of RSV-induced cytopathic effect – HEp-2 cells, primary 10 µM value included (AID 2391) | HEp-2 cells, RSV-induced CPE inhibition; higher % means a stronger effect | CPE inhibition, % at 10 µM, or IC50 in µM where a hit was titrated | hit rate 0.13% among 310,000; in the data active = a potency from the dose series; inconclusive = CPE inhibition mostly from about 23% at the one dose, without a potency; inactive = the rest, 99 in 100 with CPE inhibition below about 21%; also: strong numbers were not always called active
LYP phosphatase: PTPN22 lymphoid phosphatase activity blockers – biochemical, fluorescence intensity, uHTS (AID 1779). recombinant LYP phosphatase, fluorescence intensity; higher % means a stronger effect. inhibition, % at 11.5 µM, or IC50 in µM where a hit was titrated. hit rate 0.054% among 290,000; in the data active = inhibition above about 50%;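 also: plate controls were vehicle with enzyme for no effect and no enzyme for full effect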
Autophagy mod: autophagy modulation, high-content screen | MEF GFP-LC3 puncta imaging; test concentration mostly 10 µM | hit rate 0.98% among 190,000 | calls only at 10 µM (by protocol) | AID 463193;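 active = percentage of spot-positive cells more than 3 SD above its plate mean, without a fluorescence outlier flag or 80% toxicity; inconclusive = no clear call, values can overlap the other calls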;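 also: spot-positive cell cutoff set from DMSO-treated cells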
NS5 inhibitors: Dengue-2 NS5 methyltransferase inhibitors, primary screen, biochemical, confirmation dose response (AID 588689); hit rate 0.3% among 340,000; one-dose inhibition, % at 25 µM; IC50 in µM for titrated hits; Dengue-2 NS5 methyltransferase capping enzyme assay, biochemical; higher % means a stronger effect; in the data active = a potency from the dose series; inconclusive = inhibition above about 29% without an active follow-up result
UTI89 phage lysis: inhibition of K1F phage lysis, E. coli UTI89, bacterial capsule biogenesis inhibitors, alamar blue (AID 488966); E. coli UTI89 K1F phage lysis, alamar blue, 2 h; higher % means a stronger effect; inhibition, % at 100 µM, or IC50 in µM where a hit was titrated; hit rate 0.02% among 340,000;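 active = phage lysis inhibition, versus mean bacterial control, above a set limit; inconclusive = no clear call, values can overlap the other calls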;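 also: capsule biogenesis inhibitors block K1F phage lysis so surviving cells raise fluorescence; higher fluorescence means more inhibition of phage lysis; actives were called in the ten point dose series up to 300 µM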
AID2073: inhibitors of Mint1-CaV2.2 protein interaction, biochemical, HTRF (AID 2073). one-dose inhibition, % at 20 µM; IC50 in µM for titrated hits. hit rate 0.19% among 290,000. HTRF protein-protein interaction, Mint1-CaV2.2; higher % means a stronger effect; in the data active = inhibition mostly above about 51%, no sharp cut-off; inconclusive = no clear call, values can overlap the other calls; inactive = mostly below about 53%; also: some results filed as inactive read as strong as hits
GPR35 arrestin U2OS: GPR35 antagonists blocking zaprinast-driven arrestin recruitment, primary screen, imaging, U2OS, beta-arrestin-GFP, zaprinast agonist (AID 2058). U2OS GPR35 beta-arrestin-GFP translocation imaging, zaprinast antagonism; higher % means a stronger effect. one-dose inhibition, % at 10 µM; IC50 in µM for titrated hits. hit rate 0.052% among 290,000;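 active = inhibition of at least 50% with at least 30 cells and total cytoplasm GFP at most 10,000,000; inconclusive = under 30 cells or total GFP of 10,000,000 plus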
WT yeast gro inh: growth inhibition of WT yeast, mitochondrial fusion screen. mitochondrial fusion phenotypic screen, WT strain. inhibition, % at 10 µM. hit rate 2.1% among 190,000; in the data active = inhibition above about 58%; tested in S. cerevisiae
WT yeast gro inh mutant strain: recorded beside WT yeast gro inh, whose call it bears; inhibition, %; mitochondrial fusion phenotypic screen, mutant strain inhibition
Autophagy mod cell loss 18 h: recorded beside Autophagy mod, whose call it bears; toxicity, %; measured here: cell loss, nuclei count;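 cell loss after 18 h compound exposure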
NTR1 agonist cell count 20 µM: also measured in NTR1 agonist; calls as there; cell count; measured here: cell count, cytotoxicity flag
NS5 inhibitors pilot replicate: second read-out of NS5 inhibitors, no call of its own (marks repeat the call); inhibition, %; measured here: pilot screen replicate inhibition
The depositor's hits bear a star; i = inactive; ? = inconclusive; nt = not tested or not shown; [ ] = dose if it differs, or a comment. Random draw from the library. About 2.6% of those tested had a hit in this group.

SMILES	NTR1 agonist	NTR1 agonist cell count 20 µM	RSV CPE inhibition	LYP phosphatase	Autophagy mod	Autophagy mod cell loss 18 h	NS5 inhibitors	UTI89 phage lysis	AID2073	GPR35 arrestin U2OS	WT yeast gro inh	WT yeast gro inh mutant strain	others
CN(c1ccc(C(=O)NCCSCc2ccccc2)cc1)S(=O)(=O)c1ccccc1	-1.2	33	6.8%	-3%	i	-4	7%	-0.2%	3%	1%	14	8
O=C(Nc1ccccc1N1CCOCC1)c1cccs1	3.8	75	0.6%	0%	i	17	1%	-1.6%	9%	-11%	-11	0
COc1ccc(-c2noc(CN(C)C(=O)CCN3C(=O)[C@H]4CC=CC[C@H]4C3=O)n2)cc1	1.1	52	7.1%	0%	nt	nt	-6%	0.2%	2%	-4%	nt	nt
Cc1ccc(OCCn2cc(C(=S)N3CCCC3)c3ccccc32)cc1C	28	84	?	6%	i	-17	-7%	1.4%	6%	-4%	10	14
Cc1cc(C)n2c(SCC(=O)NCc3ccco3)nnc2n1	-1.0	99	1.4%	-3%	i	1	-2%	0.2%	8%	9%	-8	-17
COc1c(C(=O)Nc2ccc(Br)cn2)ccc2ccccc12	6.5	84	3.2%	-2%	nt	nt	-1%	0.4%[50 µM]	5%	-14%	nt	nt
CC(=O)c1c(C)[nH]c(C(=O)COC(=O)c2cccc(S(=O)(=O)N(C)c3ccccc3)c2)c1C	25	67	13%	9%	i	10	-8%	5.3%	2%	-4%	12	-11
CC(=O)N1CCN(c2ccc(NC(=O)c3cccc(Cl)c3)cc2)CC1	0.5	46	-1.9%	-2%	nt	nt	-2%	0.2%	7%	-4%	nt	nt	NS5 inhibitors pilot replicate=-6.7
CC1CCN(CC(=O)n2c3c(c4ccccc42)CCCC3)CC1	6.0	44	0.1%	-5%	i	-5	1%	5.0%	-2%	2%	14	5
CCOC(=O)C1CCN(c2ccc(C(N)=O)cc2[N+](=O)[O-])CC1	-1.1	32	2.3%	-5%	i	6	1%	6.3%	-2%	-9%	-2	31
Cc1ccc(OCC(=O)N(C)Cc2ccccc2)c([N+](=O)[O-])n1	-1.1	74	1.3%	-7%	i	43	-7%	0.5%	4%	0%	-4	2
CCOc1cc(C(C(=O)NCC2CCCO2)N(C(=O)Cn2nnc3ccccc32)c2ccc(OC)c(OC)c2)ccc1O (stereo not given)	-0.6	48	3.4%	-5%	nt	nt	-10%	-0.1%	0%	4%	nt	nt
Cc1cc(NC(=O)CSCC(=O)OCc2nnc(-c3ccccc3)o2)no1	0.7	42	0.2%	-6%	nt	nt	-6%	0.2%	8%	-9%	nt	nt
NC(=O)c1cc2ccccc2o/c1=N/NC(=O)c1cccc(Cl)c1	1.1	68	0.7%	-5%	nt	nt	2%	-0.1%	7%	-1%	nt	nt
O=C(NC1CCCCC1)C(c1ccc2ncccc2c1)N(Cc1cccs1)C(=O)c1cccs1 (stereo not given)	2.2	54	3.4%	3%	i	28	-3%	6.2%	0%	6%	-4	10
CCCc1nc2ccc(NC(C)=O)cc2c(=O)n1Cc1ccccc1Cl	2.1	44	4.2%	-5%	nt	nt	-5%	0.2%	8%	21%	nt	nt
Cc1ccccc1NC(=S)N1CCCN(Cc2ccc(F)cc2)C1	-0.6	51	-2.0%	-8%	i	10	-3%	0.6%	-14%	6%	1	4
CSc1nnc(C(C)(C)C)c(=O)n1/N=C/c1c(O)ccc2ccccc12	7.5	48	1.5%	-5%	nt	nt	-8%	0.0%	-2%	11%	nt	nt
NC(=O)c1ccc(NC(=O)CSC2=Nc3ccccc3C3CC=NN23)cc1 (stereo not given)	3.2	55	0.8%	-7%	i	27	-2%	7.7%	-2%	-4%	10	4
O=S(=O)(NCc1ccc2c(c1)OCO2)c1ccccc1F	-1.1	76	0.3%	-4%	nt	nt	0%	0.3%	4%	-9%	nt	nt	NS5 inhibitors pilot replicate=4.2
CCOC(=O)C1CCCN(C(=O)CN2C(=O)COc3ccc(C(C)(C)C)cc32)C1 (stereo not given)	0.0	37	-1.3%	2%	i	17	-6%	-0.1%	-2%	6%	-4	9
CC(C)(CC(=O)O)CC(=O)NNc1ncccc1C#N	-0.9	45	nt	-13%	nt	nt	-2%	-0.4%	9%	10%	nt	nt
COc1ccc(CN(CC2CCCO2)S(=O)(=O)c2ccc(-n3cnnn3)c(OC)c2)cc1 (stereo not given)	-0.8	91	2.0%	-8%	i	4	0%	-0.8%	4%	-2%	-11	-2
COc1cc(NC(=O)CSc2nc(=O)n(CCN3CCOCC3)c3c2CCC3)cc(OC)c1	-1.1	56	-2.0%	nt	nt	nt	-3%	1.1%[50 µM]	nt	nt	nt	nt
O=S(=O)(/N=C(/c1ccccc1)N1CCCCCC1)c1ccccc1	0.6	49	1.6%	-3%	i	-9	-4%	0.3%	-4%	-3%	-3	-5
COc1ccc(-c2ccnc(-c3ccc(OCCCF)cc3)n2)cc1	7.9	41	1.4%	-2%	i	4	-8%	5.4%	16%	-1%	26	28
COc1cc(OC)c(OC)cc1CN1CCc2ccccc2C1	1.3	31	0.5%	-6%	i	-12	-1%	5.4%	-7%	5%	-6	-8
Cc1c(C(=O)NCc2n[nH]c(=S)n2-c2ccc(F)cc2)cccc1[N+](=O)[O-]	2.5	38	-1.2%	-4%	i	-1	-3%	-1.6%	-16%	-2%	11	-9
Cc1nc(NC(=O)C2CC2)sc1C(=O)N(C)C	-5.5	80	0.9%	-8%	i	4	-4%	0.3%	-2%	4%	-11	1	NS5 inhibitors pilot replicate=-2.4
COc1cc(Cl)c(C)cc1NC(=O)CSc1ccc(C)cc1	14	57	1.3%	-1%	i	-6	-4%	3.4%	6%	14%	17	-7
Cc1ccc(S(=O)(=O)c2c(N)n(CCCO)c3nc4ccccc4nc23)cc1	3.2	53	1.6%	-18%	i	-5	-12%	-0.4%	6%	-3%	-1	10
O=C(COc1cccc(C(F)(F)F)c1)N1CCN(c2ccccc2O)CC1	2.0	28	14%	0%	i	8	-3%	1.2%	?	12%	12	12
C=C(C)c1cccc(C(C)(C)NC(=O)N2CCN(c3ccccn3)CC2)c1	-2.1	63	2.2%	-9%	i	5	-2%	-0.6%	2%	-9%	2	6
CCCc1cc(=O)oc2c(C)c(O)c(CN3CCCCC3)cc12	-0.9	63	-1.0%	-27%	i	-2	1%	0.0%	?	21%	19	18
Cc1c(NP(=O)(Oc2ccccc2F)Oc2ccccc2F)c(=O)n(-c2ccccc2)n1C	3.0	84	1.6%	5%	i	21	-11%	0.2%	-8%	0%	-24	12
COCCCNC(=O)C1C2C=CC3(CN(Cc4ccc(C)cc4)C(=O)C13)O2 (stereo not given)	-0.2	73	1.2%	-8%	i	9	2%	0.8%	-12%	3%	1	10
CCC(CC)C(=O)Nc1cc(C)c2c(=O)oc3ccccc3c2n1	5.2	47	-0.7%	5%	i	11	-4%	0.2%	-2%	-1%	6	2
Cc1nccn1CC(=O)c1ccc(O)c(O)c1	0.4	48	-0.1%	nt	nt	nt	-2%	1.4%	nt	nt	nt	nt
Cc1ccc(-c2nc3cccnc3s2)cc1NS(=O)(=O)c1cccs1	-1.1	61	8.6µM*	2%	i	2	-3%	-0.4%	29%	3%	30	32
COc1cc(/C=N/NC(=O)CNC(=O)c2cccs2)ccc1O	0.0	43	2.6%	6%	i	1	6%	2.2%	7%	8%	-10	-1

Filtered by structure, those above with fluorine.
SMILES	NTR1 agonist	NTR1 agonist cell count 20 µM	RSV CPE inhibition	LYP phosphatase	Autophagy mod	Autophagy mod cell loss 18 h	NS5 inhibitors	UTI89 phage lysis	AID2073	GPR35 arrestin U2OS	WT yeast gro inh	WT yeast gro inh mutant strain	others
Cc1ccccc1NC(=S)N1CCCN(Cc2ccc(F)cc2)C1	-0.6	51	-2.0%	-8%	i	10	-3%	0.6%	-14%	6%	1	4
O=S(=O)(NCc1ccc2c(c1)OCO2)c1ccccc1F	-1.1	76	0.3%	-4%	nt	nt	0%	0.3%	4%	-9%	nt	nt	NS5 inhibitors pilot replicate=4.2
COc1ccc(-c2ccnc(-c3ccc(OCCCF)cc3)n2)cc1	7.9	41	1.4%	-2%	i	4	-8%	5.4%	16%	-1%	26	28
Cc1c(C(=O)NCc2n[nH]c(=S)n2-c2ccc(F)cc2)cccc1[N+](=O)[O-]	2.5	38	-1.2%	-4%	i	-1	-3%	-1.6%	-16%	-2%	11	-9
O=C(COc1cccc(C(F)(F)F)c1)N1CCN(c2ccccc2O)CC1	2.0	28	14%	0%	i	8	-3%	1.2%	?	12%	12	12
Cc1c(NP(=O)(Oc2ccccc2F)Oc2ccccc2F)c(=O)n(-c2ccccc2)n1C	3.0	84	1.6%	5%	i	21	-11%	0.2%	-8%	0%	-24	12
